Screening data (PubChem BioAssay)
UBC13 inh: inhibitors of human UBC13 polyubiquitin chain formation; P61088; TR-FRET; inhibition, % at 20 µM; 330,000 compounds, 0.47% hits; AID 485273; in the data active = inhibition above about 45%, passing the limit was not always enough
Target sequence (P61088 whole entry, looked up): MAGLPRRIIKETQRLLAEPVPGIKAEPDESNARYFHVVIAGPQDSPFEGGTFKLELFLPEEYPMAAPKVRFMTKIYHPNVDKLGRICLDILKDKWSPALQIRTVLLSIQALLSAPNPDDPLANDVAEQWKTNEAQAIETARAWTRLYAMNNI
CXCR6 block: inhibitors of human CXCR6 receptor. O00574. CHO-K1 PathHunter CXCR6 beta-arrestin, luminescence. inhibition, % at 20 µM. 360,000 compounds, 0.36% hits; in the data active = inhibition above about 34%, passing the limit was not always enough;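 also: antagonist mode with CXCL16 agonist at 10 nM final; 0% = 10 nM CXCL16 with DMSO and 100% = unstimulated wells without agonist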
Target sequence (O00574 whole entry, looked up): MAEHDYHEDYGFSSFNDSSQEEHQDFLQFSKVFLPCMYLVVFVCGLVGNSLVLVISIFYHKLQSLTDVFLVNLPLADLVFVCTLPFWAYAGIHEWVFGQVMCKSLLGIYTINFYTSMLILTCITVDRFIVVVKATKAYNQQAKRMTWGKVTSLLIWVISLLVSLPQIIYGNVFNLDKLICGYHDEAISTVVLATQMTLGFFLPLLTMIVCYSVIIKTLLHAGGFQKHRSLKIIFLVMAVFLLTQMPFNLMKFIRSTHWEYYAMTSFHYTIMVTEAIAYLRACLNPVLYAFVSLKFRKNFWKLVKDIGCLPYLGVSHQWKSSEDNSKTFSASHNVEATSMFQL
APJ ag: agonists of human APJ apelin receptor. P35414. CHO-K1 APJ PathHunter beta-arrestin, luminescence; 0% DMSO wells, 100% apelin. activation, % at 20 µM. 330,000 compounds, 0.11% hits;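 active = activation more than six SD over the plate average, tested at 20 µM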;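 also: 0% = DMSO alone and 100% = apelin-13 at 10 nM; some results filed as inactive read as strong as hits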
Target sequence (P35414 whole entry, looked up): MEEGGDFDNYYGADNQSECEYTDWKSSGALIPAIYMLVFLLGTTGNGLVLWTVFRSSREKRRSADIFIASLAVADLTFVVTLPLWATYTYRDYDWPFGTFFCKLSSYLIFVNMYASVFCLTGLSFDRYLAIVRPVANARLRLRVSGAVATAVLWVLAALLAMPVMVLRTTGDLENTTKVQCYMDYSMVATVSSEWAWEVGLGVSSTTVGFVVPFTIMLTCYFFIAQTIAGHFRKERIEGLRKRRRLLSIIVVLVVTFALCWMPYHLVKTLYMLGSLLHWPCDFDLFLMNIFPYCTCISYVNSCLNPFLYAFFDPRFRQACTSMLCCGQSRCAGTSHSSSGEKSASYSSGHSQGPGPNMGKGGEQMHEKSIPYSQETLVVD
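Test system – PathHunter CHO-K1 APJ (AGTRL-1) beta-arrestin reporter cells · Input – 1000 cells/well · Compound – single test compound dose, 20 µM final, 1% DMSO · Times – compound stimulation 90 min at 25 °C, detection 60 min · Technique – beta-gal luminescence · Read-out basis – APJ–arrestin association signal · Control set – negative DMSO alone, positive Apelin-13 at 10 nM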
Gli-Sufu block: antagonists of Gli-Sufu signaling; Sufu-KO-LIGHT fibroblasts, Gli luciferase reporter luminescence; inhibition, % at 5 µM; 340,000 compounds, 0.74% hits;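 active = inhibition above about 55%, limit read from the data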;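 also: 0% = DMSO-treated cells and 100% = wells with medium but no cells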
APJ antagonist: blocks the human apelin receptor APJ; P35414; CHO-K1 APJ beta-arrestin complementation, luminescence; inhibition, % at 20 µM; 330,000 compounds, 0.32% hits; AID 2521;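 active = inhibition above about 40% at 20 µM, limit read from the data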;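 also: cells challenged with 10 nM apelin-13 agonist together with compound; plate controls were apelin-13 plus DMSO wells for no effect and DMSO wells lacking apelin-13 for full effect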
CCR6 antagonist: blocks CCL20-driven beta-arrestin recruitment at human CCR6 | CHO-K1 CCR6 PathHunter beta-arrestin, luminescence, CCL20-stimulated | AID 493098 | 340,000 compounds, 0.49% hits | P51684 | inhibition, % at 20 µM;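 active = compounds whose inhibition of the agonist-driven luminescence signal at 20 µM reaches about 50%, limit read from the data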;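 also: cells stimulated with CCL20 at 14 nM final; plate controls were DMSO with CCL20 for no effect and DMSO without agonist for full effect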
EBI2 block: blocks human EBI2 receptor beta-arrestin signaling | EBI2 beta-arrestin recruitment, luminescence, 7a,25-OHC stimulated | inhibition, % at 5 µM | 360,000 compounds, 0.81% hits | P32249; in the data active = inhibition above about 38%;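 also: enzyme fragment complementation signal reports receptor beta-arrestin coupling in cells; 0% = agonist plus DMSO wells and 100% = wells without agonist; some results beyond the cut were filed as inactive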
ATG4B inh: inhibitors of human ATG4B cysteine protease | Q9Y4P1 | 340,000 compounds, 0.51% hits | inhibition, % at 8.33 µM | ATG4B cleavage of LC3-PLA2, NBD-HPC fluorescence, 1 h; in the data active = inhibition above about 40%
Numbers without * were called inactive.

#	SMILES	Gli-Sufu block	UBC13 inh	APJ ag	EBI2 block	ATG4B inh	APJ antagonist	CCR6 antagonist	CXCR6 block
1	C=CCOC(=O)C1=C(C)Nc2ncnn2C1c1cc(Br)ccc1F (centres undefined)	3.6	8.4	0.7	2.2	-3.6	11.6	12.3	2.3
2	Brc1c(CSc2nc3ccccc3s2)nc2ncccn12	-80.1	0.3	-2.5	7.6	5.9	2.0	2.1	-4.2
3	CN1CCN(S(=O)(=O)c2ccc3c(c2)CC(=O)N3C)CC1	1.8	9.2	1.7	-20.3	0.2	-35.4	-2.2	-14.4
4	CCC(C)C(NC(=O)c1ccc(Cl)cc1Cl)C(=O)O (centres undefined)	3.0	3.8	-3.1	0.5	-0.4	17.3	8.6	-16.3
5	Cc1ccc(C2(C)NC(=O)N(CC(=O)NC(C)c3ccccc3)C2=O)cc1 (centres undefined)	-8.1	4.2	-0.3	3.9	-8.9	-0.6	9.1	2.4
6	O=C(CSc1nccn1-c1ccccc1)Nc1ccc2c(c1)OCO2	-18.8	-5.5	1.2	11.5	-2.9	2.4	-6.0	0.3
7	COc1cccc(-c2sc3ccccc3c2-c2ccc(OCCN3CCCCC3)cc2)c1	12.8	68.9*	-0.9	-23.3	-2.2	-6.6	17.3	2.9
8	CCOC(=O)Cc1[nH]nc2c1C(c1ccoc1)C(C#N)=C(N)O2 (centres undefined)	7.6	-4.7	0.5	-10.2	-0.8	-17.5	3.8	-3.9
9	CC1CCC(C#N)(N(C)C(=O)CSc2nnc(C3CC3)n2C2CC2)CC1 (centres undefined)	0.0	-2.9	-0.7	-2.8	-4.8	3.3	4.6	-5.9
10	CCOC(=O)C1CCN(C(=O)COC(=O)c2c(C)c(CC)nc3ccccc23)CC1	10.2	12.9	0.4	-2.9	-17.4	2.4	6.3	-12.3
11	O=C1C(=O)N(CCN2CCOCC2)C(c2ccccc2F)/C1=C(\O)c1ccc(S(=O)(=O)N2CCOCC2)cc1 (centres undefined)	14.3	-11.9	0.5	5.4	-1.0	4.1	10.9	5.6
12	CSc1cc(-c2ccccc2)n(Cc2c(Cl)cccc2Cl)c(=O)c1C#N	0.1	8.5	-3.2	-4.4	-4.7	-8.0	5.7	-4.4
13	CCN(CC)C(=O)C(=O)c1cn(CC(=O)NCC2CCCO2)c2ccccc12 (centres undefined)	-9.7	14.5	-2.8	-10.1	9.2	-5.5	-2.8	2.0
14	Cc1cc(C)n(S(=O)(=O)c2ccc(C(C)(C)C)cc2)n1	2.4	-9.0	-4.1	-9.6	-10.2	15.5	15.3	-3.9
15	COc1ccc(NS(=O)(=O)c2ccc(C)c(C(=O)N(C)CCc3ccc(OC)c(OC)c3)c2)cc1	16.4	-3.2	9.5	1.9	-2.7	16.4	-3.1	3.6
16	Cc1ccc(SCC(=O)Nc2ccc3c(c2)OCCO3)cc1	3.9	22.0	-3.9	-4.7	-2.2	7.8	-6.5	-3.7
17	COc1ccc([C@H]2CC(=O)C=C(c3ccccc3OC)C2)cc1OC	27.1	0.7	-1.7	-3.2	-17.9	-0.4	12.9	-11.7
18	CC(C)(CNC(=O)c1cccs1)CNC(=O)c1cccs1	6.3	-2.6	-5.4	-3.6	-0.1	13.1	21.6	-5.7
19	Cc1ccccc1OCCn1c(S(=O)(=O)O)nc2c(N)ncnc21	5.3	3.9	-3.0	-4.1	-2.5	7.9	10.9	0.5
20	C/C(=N/NC(=O)c1ccc(C(C)(C)C)cc1)c1cccnc1	-13.8	6.9	3.4	-9.1	-7.5	12.3	4.2	-4.8
21	Cc1c(C)n(C)c2ccc(C(=O)NCCCN3CCOCC3)cc12	-9.5	10.7	1.8	-6.2	-1.5	5.6	11.8	0.5
22	COC(=O)c1ccccc1NC(=S)NC(=O)c1ccccc1F	-3.1	10.2	-4.1	-11.1	5.2	11.7	8.1	-4.8
23	CCCS(=O)(=O)N1CCC(C(=O)NCCCN2CCCC2=O)CC1	0.8	-1.4	-1.7	-0.6	-11.3	1.8	-8.0	-5.9
24	CCc1ccc(Nc2ncccc2C#N)cc1	-22.7	1.0	-2.9	1.7	4.7	-8.1	-6.5	-2.0
25	COc1ccc(CN(C(=O)c2cnccn2)C(C(=O)NC(C)(C)C)c2cc(OC)c(OC)c(OC)c2)cc1 (centres undefined)	11.8	5.0	-4.7	-8.8	6.0	-16.6	2.2	7.0
26	CCOCCNC(=O)c1ccc2c3c(cccc13)CC2	-8.1	13.3	-1.9	-6.0	1.1	12.7	-24.1	-4.6
27	CCNc1nc(NC(C)C)nc(N(n2cnnc2)S(=O)(=O)c2ccc(C)cc2)n1	-8.2	2.9	-0.4	4.5	3.1	-11.4	9.5	2.4
28	CC(NC(=O)C(=O)NCCc1c[nH]c2ccccc12)c1ccccc1 (centres undefined)	1.5	-2.1	1.4	60.8*	-6.1	4.6	-0.8	13.8
29	COc1ccc(/C=N/Nc2nnc(Cc3ccccc3)c(=O)[nH]2)cc1OC	-19.3	-19.7	0.1	-5.4	-13.7	-7.0	12.1	-9.5
30	COc1ccc(-c2oc(=O)c3cc(OC)c(OC)cc3c2C#CC2(O)CCCCC2)cc1	3.4	46.6*	-1.2	4.9	-7.1	0.6	-7.5	-6.4
31	Clc1ccc(OCc2nn3c(C4CCCCC4)nnc3s2)cc1	-3.5	-1.4	-5.0	4.5	2.3	7.4	12.9	1.9
32	O=C1CSC2=NCN(c3ccc4c(c3)OCO4)CN12	-20.9	-5.3	-1.1	3.0	6.5	13.1	-7.9	0.0
33	CSc1ncccc1C(=O)N1CCCC(C(=O)c2cc(F)ccc2F)C1 (centres undefined)	7.8	13.5	-1.2	12.7	-0.3	-8.2	-3.1	-4.4
34	Cc1cc(C)cc(C(=O)NC(=S)Nc2ccc3[nH]c(=O)[nH]c3c2)c1	6.6	-9.5	-0.5	29.1	0.0	7.0	21.1	4.7
35	CC(C)(C)c1nc(-c2ccccc2)nc2c1OCCC2	-11.8	6.6	-4.2	2.8	8.1	9.9	25.0	-6.6
36	O=C(Nc1c(Cl)cccc1Cl)c1ccc(-c2ccccc2)cc1	-32.5	3.4	5.5	13.5	8.1	3.0	-1.0	7.1
37	O=C(O)CCN1C(=O)/C(=C\c2cccc(OCC(=O)Nc3ccc(Cl)cc3)c2)SC1=S	1.8	-24.4	-3.2	-0.4	1.6	-3.6	28.1	9.3
38	CN(C)C(=O)N1CCCC(C(=O)NCc2ccccc2)C1 (centres undefined)	-6.5	0.7	-0.6	-11.6	0.9	19.5	2.0	-1.9
39	CC(C)CC(C(=O)NC(C)(C)C)N(Cc1ccccc1Cl)C(=O)c1snc(C(N)=O)c1N (centres undefined)	3.8	71.0*	6.4	4.4	-3.0	10.0	-15.6	-7.9
40	C(=N\n1cnnc1)/c1cccs1	-0.8	-2.0	0.1	-0.9	-11.0	11.6	9.1	2.7

Copied from above, entries 29–37
#	SMILES	Gli-Sufu block	UBC13 inh	APJ ag	EBI2 block	ATG4B inh	APJ antagonist	CCR6 antagonist	CXCR6 block
29	COc1ccc(/C=N/Nc2nnc(Cc3ccccc3)c(=O)[nH]2)cc1OC	-19.3	-19.7	0.1	-5.4	-13.7	-7.0	12.1	-9.5
30	COc1ccc(-c2oc(=O)c3cc(OC)c(OC)cc3c2C#CC2(O)CCCCC2)cc1	3.4	46.6*	-1.2	4.9	-7.1	0.6	-7.5	-6.4
31	Clc1ccc(OCc2nn3c(C4CCCCC4)nnc3s2)cc1	-3.5	-1.4	-5.0	4.5	2.3	7.4	12.9	1.9
32	O=C1CSC2=NCN(c3ccc4c(c3)OCO4)CN12	-20.9	-5.3	-1.1	3.0	6.5	13.1	-7.9	0.0
33	CSc1ncccc1C(=O)N1CCCC(C(=O)c2cc(F)ccc2F)C1 (centres undefined)	7.8	13.5	-1.2	12.7	-0.3	-8.2	-3.1	-4.4
34	Cc1cc(C)cc(C(=O)NC(=S)Nc2ccc3[nH]c(=O)[nH]c3c2)c1	6.6	-9.5	-0.5	29.1	0.0	7.0	21.1	4.7
35	CC(C)(C)c1nc(-c2ccccc2)nc2c1OCCC2	-11.8	6.6	-4.2	2.8	8.1	9.9	25.0	-6.6
36	O=C(Nc1c(Cl)cccc1Cl)c1ccc(-c2ccccc2)cc1	-32.5	3.4	5.5	13.5	8.1	3.0	-1.0	7.1
37	O=C(O)CCN1C(=O)/C(=C\c2cccc(OCC(=O)Nc3ccc(Cl)cc3)c2)SC1=S	1.8	-24.4	-3.2	-0.4	1.6	-3.6	28.1	9.3

Next records.
#	SMILES	Gli-Sufu block	UBC13 inh	APJ ag	EBI2 block	ATG4B inh	APJ antagonist	CCR6 antagonist	CXCR6 block
41	O=C(NCc1ccccc1)C1CCC(CNS(=O)(=O)c2cccs2)CC1 (centres undefined)	-4.6	-9.1	-2.3	3.8	-1.2	1.3	7.8	3.2
42	COc1ccc(C(=O)N2CCCc3ccccc32)cc1	-1.2	-4.0	-1.4	-1.4	8.9	29.0	3.6	4.0
43	COc1ccc(N(CC(=O)Nc2c(C)n(C)n(-c3ccccc3)c2=O)S(=O)(=O)c2ccc(F)cc2)cc1	3.5	-10.7	-0.7	-11.2	-9.5	-3.2	2.5	-4.2
44	O=C(c1cccc2ccccc12)N1CCN(Cc2ccccc2F)CC1	6.5	-2.1	1.4	4.5	-9.8	-6.8	1.7	-0.8
45	O=C(COc1ccc(-c2ccccc2)cc1)Nc1cccnc1	3.3	6.3	1.4	2.1	-7.3	-18.8	5.3	-16.7
46	CCN(CC)CCCNC(=O)c1ccccc1C	-0.1	8.2	1.4	6.5	5.2	-10.4	4.9	-2.2
47	CCOC(=O)c1ccc(Nc2nc(N3CCOCC3)nc(N3CCOCC3)n2)cc1	15.8	3.5	-4.4	6.0	-5.3	0.3	2.1	0.7
48	CS(=O)(=O)c1ccc(C(=O)Nc2ccc(S(=O)(=O)N3CCCCC3)cc2)cc1	-4.4	4.8	13.2	-4.2	-8.8	2.6	5.8	3.1
49	Cc1ccc(/C(O)=C2/C(=O)C(=O)N(Cc3cccnc3)C2c2ccccn2)cc1 (centres undefined)	24.9	-10.7	1.6	-12.5	-1.7	-6.9	2.0	-2.7
50	OC(COc1ccc(CN2CCSCC2)cc1)CN1CCCCC1 (centres undefined)	2.1	15.6	-4.6	-16.1	-5.8	-4.3	7.1	4.1
51	CC(=O)N1CC(C)Sc2ccc(S(=O)(=O)N3CCCCC3)cc21 (centres undefined)	-21.1	-0.9	-1.0	-5.3	0.8	12.5	2.5	-2.2
